KAT2A inh: qHTS Assay for Inhibitors of GCN5L2 | Histone acetyltransferase KAT2A (Homo sapiens), Q92830 | GCN5L2 HAT assay, ThioGlo1 CoA-SH fluorescence | Potency, µM (top dose mostly 58.9 µM), inactives show top-dose activity change, negative = inhibition, hits mostly inhibitors | 0.21% of 390,000 active
Target sequence (Q92830 whole entry, looked up): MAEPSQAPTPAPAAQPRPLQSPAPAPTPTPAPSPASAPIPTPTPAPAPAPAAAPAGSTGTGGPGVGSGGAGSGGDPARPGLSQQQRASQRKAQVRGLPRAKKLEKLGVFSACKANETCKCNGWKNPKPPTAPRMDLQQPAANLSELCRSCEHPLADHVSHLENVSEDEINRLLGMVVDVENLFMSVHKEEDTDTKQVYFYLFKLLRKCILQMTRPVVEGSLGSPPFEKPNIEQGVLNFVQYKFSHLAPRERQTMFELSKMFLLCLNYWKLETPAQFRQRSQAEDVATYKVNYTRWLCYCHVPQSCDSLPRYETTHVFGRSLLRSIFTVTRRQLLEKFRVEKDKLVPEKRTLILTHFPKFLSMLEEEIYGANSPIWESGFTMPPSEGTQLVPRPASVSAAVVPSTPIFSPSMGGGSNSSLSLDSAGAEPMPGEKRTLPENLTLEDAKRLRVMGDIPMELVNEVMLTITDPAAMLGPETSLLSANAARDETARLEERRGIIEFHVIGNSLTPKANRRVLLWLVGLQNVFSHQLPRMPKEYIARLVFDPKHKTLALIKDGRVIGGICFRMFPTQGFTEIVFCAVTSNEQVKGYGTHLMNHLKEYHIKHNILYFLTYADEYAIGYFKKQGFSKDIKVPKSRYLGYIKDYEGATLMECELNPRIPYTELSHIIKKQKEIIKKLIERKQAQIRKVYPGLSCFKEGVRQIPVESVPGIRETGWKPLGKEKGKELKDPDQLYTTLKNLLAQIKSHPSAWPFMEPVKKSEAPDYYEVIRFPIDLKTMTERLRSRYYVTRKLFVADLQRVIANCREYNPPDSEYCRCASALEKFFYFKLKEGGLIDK
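Compounds, pin-transferred from DMSO stocks, meet 20nM GCN5L2 for 15 min before the reaction begins with H3(1-25) peptide (75uM) and acetyl-CoA (70uM). Thiol-reactive ThioGlo1 reports CoA release over 20 min at room temperature.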
DT40 TDP1 no CPT: qHTS for Inhibitors of human tyrosyl-DNA phosphodiesterase 1 (TDP1): qHTS in cells in absence of CPT; DT40 Tdp1-/- hTDP1 cells, no CPT, ATP luminescence, 48 h; Potency, µM (highest dose often 46.2 µM), for the others: at the highest dose activity change, negative = growth inhibition, usual class: inhibitors; 15% of 420,000 active; note: nearly all actives have a fitted effect of over 55% in size
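Chicken DT40 Tdp1-/- cells stably complemented with human TDP1 were seeded at 400 cells/well with DMSO in place of 20 nM camptothecin. After compound pinning, cells grew at least 48 hr at 37 °C; viability read by CellTiter-Glo luminescence.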
TDP1 inh: qHTS Assay for Inhibitors of Tyrosyl-DNA Phosphodiesterase (TDP1) | Tyrosyl-DNA phosphodiesterase 1 (Homo sapiens), Q9NUW8 | recombinant TDP1, AlphaScreen DNA substrate cleavage | Potency, µM (highest dose often 130 µM), inactives show top-dose activity change, negative = inhibition, actives largely listed as inhibitors | 0.28% of 350,000 active; note: nearly all actives have a fitted effect of over 40% in size
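Recombinant human Tdp1 (E. coli-expressed, 1 nM final) preincubated with compounds 15 min at room temperature, then 5'-biotin/3'-phosphotyrosine-FITC DNA substrate (15 nM final) added for 5 min. AlphaScreen beads (10 ug/ml final) added 10 min; cleavage lowers signal.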
Numbers without * were called inactive; ? = inconclusive; . = not tested or not shown; & = joins results of further samples; [ ] = dose if it differs, or a comment. Calls come from the whole dose curve; as a rule, active = well fitted curve in the direction sought with a large enough effect; inconclusive = small, poorly fitted or top-dose-only effect, or another doubt; inactive = no such curve, though single readings can be large; an effect the other way counts as inactive or inconclusive. % is set by controls: 0 for no effect and ±100 for the full control effect; potency is the fitted concentration of half-maximal effect. A portion of the library, so the mix of outcomes need not match the whole.

SMILES | KAT2A inh | DT40 TDP1 no CPT | TDP1 inh
Cc1ccc(N(C)C(=O)c2ccc(CNc3c(N4CCC(C)CC4)c(=O)c3=O)cc2)cc1 | -6% | ? | -1%
Cc1cc(C)cc(NC(=O)CCOc2ccccc2)c1 | 13% | -15% | .
COc1ccc(N(C(=O)C(C)C)S(=O)(=O)c2ccc3ccccc3c2)cc1 | ? | ? | .
CCOC(=O)Cc1csc(NC(=O)COc2cccc(C)c2)n1 | -3% | 3% | ?
COc1ccccc1NC(=O)CCN1C(=O)c2ccccc2C1=O | -10% | -1% | .
Cc1ccc2nc(-c3ccccc3)cc(C(=O)O)c2c1 | 0% | 3% | 3%
CN(Cc1cccc(F)c1)C(=O)CSc1nnnn1C1CC1 | 0% | -24% | -2%
CC(=O)Oc1ccc(-c2csc(Nc3cccc(C)n3)n2)cc1 | ? | ? | 4%
Cc1ccc(Cn2nnc3c(=O)[nH]c(C4CCN(S(=O)(=O)c5ccc(F)cc5)CC4)nc32)cc1 | -7% | -23% | 6%
O=C(c1cc([N+](=O)[O-])ccc1N1CCOCC1)N1CCN(c2ccc([N+](=O)[O-])cc2)CC1 | -13% | 15µM* | 0%
CSc1ccccc1C(=O)NC1CCCC1 | -6% | 0% | 4%
Cc1cc(Cl)ccc1OCC(=O)N/N=C/c1ccncc1 | 0% | ? | -10%
CCN(CC)S(=O)(=O)c1ccc(Cl)c(NC(=O)COC(=O)c2ccc(O)cc2)c1 | -4% | ? | 5%
O=C(Nc1ccc(-c2csnn2)cc1)C(Cl)(Cl)Cl | -4% | 7.3µM* | 0%
CCOc1ccc2c(c1)c(=O)c(S(=O)(=O)c1ccc(Cl)cc1)cn2Cc1ccccc1C | 1% | ? | 6%
O=C(CNC(=O)c1ccccc1F)NCCc1ccc(Cl)cc1Cl | -5% | -1% | .
Cc1onc(-c2ccccc2)c1C(=O)Nc1ccc2c(c1)OCCO2 | -2% | -24% | 2%
COc1ccccc1NC(=O)c1ccc(NC(=O)c2ccc(=O)[nH]c2)cc1 | 1% | ? | 0%
CCc1ccc(C(=O)Nc2ccc3nc(C)ccc3c2)cc1 | -16% | ? | .
COC(=O)NCc1ccc(CNC(=O)OC)cc1 | 1% | 1% | 3%

Single values from the results shown:
KAT2A inh, CN(Cc1cccc(F)c1)C(=O)CSc1nnnn1C1CC1 stands at 0%
DT40 TDP1 no CPT, CCOC(=O)Cc1csc(NC(=O)COc2cccc(C)c2)n1 stands at 3%
KAT2A inh, Cc1ccc(N(C)C(=O)c2ccc(CNc3c(N4CCC(C)CC4)c(=O)c3=O)cc2)cc1 stands at -6%
KAT2A inh, CCN(CC)S(=O)(=O)c1ccc(Cl)c(NC(=O)COC(=O)c2ccc(O)cc2)c1 stands at -4%
KAT2A inh, CCc1ccc(C(=O)Nc2ccc3nc(C)ccc3c2)cc1 stands at -16%

The results go on:
SMILES | KAT2A inh | DT40 TDP1 no CPT | TDP1 inh
O=C(CN(Cc1ccccc1)S(=O)(=O)c1ccc(F)cc1)NCCC1=CCCCC1 | 0.79µM* | ? | 2%
O=C(CN1C(=O)C2CCCCC2C1=O)N1CCN(c2ncccn2)CC1 (stereo unspecified) | -8% | -12% | 4%
CCCC(C(=O)O)N1C(=O)/C(=C/c2cccn2C)SC1=S (stereo unspecified) | -7% | -12% | -3%
O=C(NCc1ccccc1)c1cccc(NS(=O)(=O)c2cccc3cccnc23)c1 | -5% | -3% | 6%
CCOc1ccc(NC(=S)N(CCOC)C(C)c2cccnc2)cc1 (stereo unspecified) | -3% | -22% | 0%
COc1ccc(C(OC(=O)c2ccco2)C(=O)NCC2CCCO2)cc1 (stereo unspecified) | -8% | -11% | 3%
O=C(CSc1nc2ccccc2n1CC(=O)Nc1ccc(F)cc1F)Nc1ccc(F)cc1 | 2% | -5% | -4%
CCCCN(C(=O)C1=NN(c2ccccc2)C(=O)CC1)c1c(N)n(CCC)c(=O)[nH]c1=O | -1% | 11% | -3%
CCN(C(=O)CSc1nnnn1C)C1CCCCC1 | -2% | -28% | 0%
Cc1cccc(CCNS(=O)(=O)c2cc3c(cc2C)NC(=O)CO3)c1 | 12% | ? | .
CCCCSc1nnc(-c2cc3c(C(F)(F)F)nn(C)c3s2)n1C | -15% | ? | -2%
Cc1c(Cl)cnc(NC(=O)COC(=O)C(NC(=O)c2ccco2)C(C)C)c1Cl (stereo unspecified) | -12% | 1% | -5%
O=C1CC(N2CCN(c3ccc(O)cc3)CC2)C(=O)N1c1ccc2c(c1)OCO2 (stereo unspecified) | 1% | -12% | -3%
COc1ccc(N2CC(NC(=O)NC(C)(C)C)CC2=O)cc1 (stereo unspecified) | -6% | -12% | 0%
O=C(COc1ccc(Cl)cc1Cl)Nc1ccc(-c2ccc(N3CCOCC3)nn2)cc1 | 4% | ? | -3%
COCCNC(=O)CCc1c(C)nc2c(c(C)nn2-c2ccc(C)cc2)c1C | -4%&-2% | 18µM* | 3%
COc1ccccc1CNC(=O)CCS(=O)(=O)c1ccc2c(c1)CC(C)N2C(=O)C1CC1 (stereo unspecified) | -2%&-4% | 23µM* | 1%&8%
COc1cc(OC)cc(C(=O)Nc2ccc(N(C)C)c3ccccc23)c1 | -8% | 0% | 5%
Cc1noc(C)c1S(=O)(=O)Nc1ccc(C(=O)NC2CCCCCC2)cc1 | -3% | -26% | 4%
Nc1cc(S(=O)(=O)N2CCOCC2)ccc1Oc1cccc(Br)c1 | -10% | ? | -12%
CC(C)(C)CN1C(=O)C(=O)NC[C@H]1Cc1ccc(O)cc1 | -11% | -8% | -4%
Cc1sc2ncn(CC(=O)NCC(=O)N(C)Cc3ccccc3)c(=O)c2c1C | -3% | -21% | -3%
COc1cc(CCC(=O)OCC(=O)Nc2ccc(F)cc2F)cc(OC)c1OC | 0% | 0% | .
Cc1ccc(C)c(NC(=O)CC2NCCNC2=O)c1 (stereo unspecified) | -5% | 6% | 1%
Cc1oc2ccc(OC(C(=O)O)c3ccccc3)cc2c1C(=O)O (stereo unspecified) | 7% | -3% | .
COc1cccc2c(=O)n(CC(=O)Nc3ccccc3)ccc12 | -10% | -20% | 0%
CCCSc1nnc(Cn2c(=O)sc3ccccc32)n1-c1ccccc1 | -7% | 18µM* | 6%
C=CCn1c(-c2ccc(C)cc2)nc2ccccc21 | -4% | 21µM* | 2%
O=c1ccc(-c2ccc(S(=O)(=O)NCC3CCN(Cc4ccccc4F)CC3)s2)n[nH]1 | -16% | 18% | 5%
COC(=O)c1ccccc1Sc1c(/C=N/OC(=O)c2ccccc2)c(C(F)(F)F)nn1C | -14% | ? | 7%
CSc1ccccc1NC(=O)c1ccco1 | -2% | 2% | 0%
COc1cccc(CC2(CO)CCCN(Cc3ccc(CN4CCCCC4)s3)C2)c1 (stereo unspecified) | 5% | ? | -4%
CN(C)c1ccc(C(CNS(=O)(=O)c2ccc(Cl)cc2)N2CCCC2)cc1 (stereo unspecified) | 0% | ? | 6%
CCN1/C(=C2\C(=O)N(C)C(=S)N2c2ccccc2)C=Cc2ccccc21 | -10% | ? | 5%
CC(C)(C)c1ccc(-c2nc(C#N)c(NCc3cccnc3)o2)cc1 | -11% | ? | 10%
O=C(Cc1ccc(S(=O)(=O)N2CCOCC2)s1)Nc1ccccc1N1CCCC1 | -21% | 15µM* | 0%[56.1 µM]
CC(/C=C/c1cccc([N+](=O)[O-])c1)=N\NC(=O)c1ccncc1 | 0% | 23µM* | 3%
CCCCCNC(=O)Cc1ccc(OC)cc1 | -5% | -23% | 2%
CCc1nnc2n1N=C(c1ccc([N+](=O)[O-])cc1)CS2 | 0% | -22% | -5%
CC1CCC(C(C)C)C(OC(=O)COC(=O)c2ccc(=O)[nH]c2)C1 (stereo unspecified) | -6% | ? | -2%

Exported with values under each structure: seven of the compounds above.
Order of values – KAT2A inh | DT40 TDP1 no CPT | TDP1 inh
O=C(Cc1ccc(S(=O)(=O)N2CCOCC2)s1)Nc1ccccc1N1CCCC1
 : -21% | 15µM* | 0%[56.1 µM]
CC(C)(C)CN1C(=O)C(=O)NC[C@H]1Cc1ccc(O)cc1
 : -11% | -8% | -4%
CC(C)(C)c1ccc(-c2nc(C#N)c(NCc3cccnc3)o2)cc1
 : -11% | ? | 10%
CCCSc1nnc(Cn2c(=O)sc3ccccc32)n1-c1ccccc1
 : -7% | 18µM* | 6%
C=CCn1c(-c2ccc(C)cc2)nc2ccccc21
 : -4% | 21µM* | 2%
CCc1nnc2n1N=C(c1ccc([N+](=O)[O-])cc1)CS2
 : 0% | -22% | -5%
CC1CCC(C(C)C)C(OC(=O)COC(=O)c2ccc(=O)[nH]c2)C1 (stereo unspecified)
 : -6% | ? | -2%

Next part.
SMILES | KAT2A inh | DT40 TDP1 no CPT | TDP1 inh
COCCNS(=O)(=O)c1cc(OC)c(Cl)cc1Cl | 4% | . | 5%
COc1cc(C(=O)N2CC(=O)Nc3ccc(C)cc3C2c2ccc(F)cc2)cc(OC)c1OC (stereo unspecified) | -6% | ? | 6%
O=C(NC1CCCCCC1)C(=O)NC1CC1 | 3% | 0% | 1%
CCOC(=O)[C@H]1[C@H]2COc3cc(OC)ccc3[C@@H]2N2C(=O)CN(Cc3ccc(Cl)cc3)C(=O)[C@@]12C | -6% | ? | 3%
COc1cc(OC)c(NC(=O)c2cnn(-c3cccc(Cl)c3C)c2C2CCN(C(=O)OC(C)(C)C)CC2)cc1Cl | -21% | -28% | -2%
CC(C)CNS(=O)(=O)c1ccc(C(=O)Nc2ccc3c(c2)OCO3)cc1 | -7% | -22% | -12%
COc1ccc(C2=NS(=O)(=O)N(C)C(C(=O)NCc3ccc4c(c3)OCO4)=C2)cc1OC | ? | ? | .
CC(C)n1c(=S)[nH]c2c1c(=O)[nH]c(=O)n2C | ? | -7% | 7%
O=c1ccc2cc(S(=O)(=O)NCc3ccc(Br)cc3)ccc2[nH]1 | -4% | -11% | -7%
COc1ccccc1COc1ccc2c(C)c(CCC(=O)O)c(=O)oc2c1C | 11% | -19% | .
COc1ccc(C(=O)NCCC2=CCCCC2)cc1 | -2% | ? | 0%
COc1ccc(CS(=O)(=O)CC(C)(O)c2ccc(Cl)cc2)cc1 (stereo unspecified) | 1% | 1% | .
COc1ccccc1C(=O)Nc1nnc(SCc2cc(=O)n3ccc(C)cc3n2)s1 | -4% | 1% | 8%
CCOc1cc(C2C(C(=O)OC)=CN(Cc3ccc(Cl)cc3)C=C2C(=O)OC)ccc1O | -9% | ? | .
Cc1nn(-c2ccc(Cl)c(Cl)c2Cl)c(=O)c2ccccc12 | 1% | ? | 7%
CCCC(=O)C1=C(O)C(C(=O)OC)C(C)(C)CC1=NCCCCCC(=O)O (stereo unspecified) | 1% | -1% | 5%
O=C1OC(OC(=O)c2ccccc2Br)C(N2CCOCC2)=C1Cl (stereo unspecified) | 1% | ? | -8%
Cc1ccc(/C=C/c2onc(C)c2S(=O)(=O)N2CCC(C(=O)N3CCN(c4cc(C)ccc4C)CC3)CC2)cc1 | -11% | ? | 1%

Screening results (PubChem BioAssay)
